# PglD DTNB: inhibitors of Campylobacter jejuni PglD acetyltransferase. purified PglD enzyme, DTNB colorimetric CoA detection. inhibition, % at 12.5 µM. actives 0.098% (n = 360,000); in the data active = inhibition above about 16%, passing the limit was not always enough; also: strong numbers were not always called active
# RAD52 inh: RAD52 (human) annealing inhibition; inhibition, % at 18.7 µM; recombinant RAD52 DNA annealing, FRET fluorescence; AID 651710; P43351; actives 0.46% (n = 360,000);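 active = every replicate showing at least 50% inhibition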
# miR-122 sensor: blocks miR-122 activity in Huh7 sensor cells. Huh7 miR-122 Renilla luciferase sensor, 48 h; neutral wells = 0, positive control = 100. activation (reporter increase), % at 12.5 µM. actives 0.3% (n = 340,000);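 active = mean replicate activation score at least 90 and every replicate individually at or above 90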;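 also: higher luciferase means less miR-122 activity so hits act as miR-122 inhibitors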
# RAD54 branch: blocks human RAD54 Holliday junction branch migration; actives 0.14% (n = 360,000); Q92698; FAM/BHQ fluorescence; inhibition, % at 10.4 µM;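 active = mean normalized replicate activity at least 40 and at least half of replicates scoring 40 or more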;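 also: 0% = median of neutral control wells and 100% = median of positive control wells; inhibitors cause a drop in the FAM fluorescence signal; in these data hits start at about 50%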
# Target sequence (Q92698 whole entry, looked up): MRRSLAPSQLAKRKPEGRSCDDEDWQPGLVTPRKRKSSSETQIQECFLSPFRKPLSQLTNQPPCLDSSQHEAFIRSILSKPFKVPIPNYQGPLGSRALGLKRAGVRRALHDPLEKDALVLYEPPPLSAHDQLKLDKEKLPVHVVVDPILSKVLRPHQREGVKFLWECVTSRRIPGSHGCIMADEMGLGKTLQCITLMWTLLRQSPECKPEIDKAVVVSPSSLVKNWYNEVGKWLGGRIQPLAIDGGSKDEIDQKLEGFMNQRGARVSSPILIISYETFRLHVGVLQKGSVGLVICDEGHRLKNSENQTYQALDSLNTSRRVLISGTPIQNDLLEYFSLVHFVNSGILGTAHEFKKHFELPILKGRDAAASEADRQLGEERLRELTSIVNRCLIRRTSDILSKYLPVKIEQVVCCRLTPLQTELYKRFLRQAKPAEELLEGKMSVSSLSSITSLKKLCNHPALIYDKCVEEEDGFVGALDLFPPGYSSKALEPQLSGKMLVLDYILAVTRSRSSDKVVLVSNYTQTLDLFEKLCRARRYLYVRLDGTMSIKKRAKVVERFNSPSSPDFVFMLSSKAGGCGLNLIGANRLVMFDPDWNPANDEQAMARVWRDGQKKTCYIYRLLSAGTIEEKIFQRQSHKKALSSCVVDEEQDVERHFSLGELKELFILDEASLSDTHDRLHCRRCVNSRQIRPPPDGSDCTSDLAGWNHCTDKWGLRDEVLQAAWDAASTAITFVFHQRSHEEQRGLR
# Cneo AK release: causes C. neoformans cell lysis; adenylate kinase release luminescence, 4 h; normalised: neutral wells 0, clomiphene wells 100; lysis activity, % at 15 µM; actives 0.2% (n = 360,000);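 active = mean lysis activity across replicates of at least 80%, whatever share of replicates individually reach that level; inactive = mean lysis activity below 80%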
#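 Assay system: C. neoformans cells. Amount: yeast cell density of 5 × 10^6 cells/mL. Technique: AK luminescence. Buffer or medium: YPD. Times: static 4 h at 37 °C with compound, 1 h detection. Dosing: single-point compound dose. Read-out: lysis from increased AK signal.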
# PGC1a acetyl inh: lowers PGC1a acetylation signal in U2OS cells. AlphaScreen anti-acetyl-lysine; with virally co-expressed GCN5 acetyltransferase. inhibition, % at 15.6 µM. actives 0.17% (n = 350,000);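 active = every replicate shows inhibition of at least 40%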;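 also: 0% = neutral control wells and 100% = positive control wells; some results beyond the cut were filed as inactive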
# E-sel inducer: E-selectin induction on HUVECs. AID 686992. P16581. actives 0.37% (n = 260,000). HUVEC E-selectin immunofluorescence imaging; normalized: neutral wells 0, TNF-alpha wells 100. activation, % at 7.58 µM;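 active = mean E-selectin-positive cell signal at least 10% of the positive control, reached in at least 60% of replicates, without over 20% cell loss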;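 also: in these data hits start at about 27%; measured in HUVEC primary endothelial cells; signal is the percent of cells scored E-selectin positive by PE staining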
#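 assay system = HUVEC, human umbilical vein endothelial cells | input = 3,000 HUVEC seeded per well | medium = EGM-2 growth medium on 0.1% gelatin-coated wells | dosing = one compound dose added by pin transfer | signal = immunofluorescence imaging | read-out basis = % PE-positive cells | control set = TNF-alpha, DMSO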
# ERAP1 inh: inhibitors of human ERAP1 aminopeptidase. inhibition, % at 10.7 µM. Q9NZ08. recombinant ERAP1, Leu-AMC fluorescence, 60 min. actives 0.15% (n = 340,000). AID 652197;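 active = mean replicate inhibition of at least 30%, or all replicates individually reaching that 30% level; inactive = mean below 30% and not every replicate reaching it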;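 also: 0% = neutral control wells and 100% = L-leucinethiol positive control wells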
# Active calls of the source: *; · = not tested or not shown; [ ] = another dose, or the depositor's remark.
# Under each structure – PglD DTNB	RAD52 inh	miR-122 sensor	RAD54 branch	Cneo AK release	PGC1a acetyl inh	E-sel inducer	ERAP1 inh
CC(NC(=O)c1c(O)c2ccccc2[nH]c1=O)c1ccccc1 (configuration not stated)
    1	-16	1	-1	-2	7	·	-1
OC(c1ccc(F)c(F)c1)c1ncc(-c2ccccc2F)[nH]1 (configuration not stated)
    -2	-3	80	-5	0	·	-0.1	2
Cc1nnc(SCc2cccc3ccccc23)n(N)c1=O
    -51	-6	-1	-4	2	5	8.2	0
COc1cc(C(=O)Nc2ccc3nc(N4CCOCC4)sc3c2)cc(OC)c1OC
    -8	-1	-3	-1	-1	-10	·	-1
O=C(C1CCC1)N1C[C@H]2[C@@H](c3ccccc31)[C@H](CO)N2C(=O)Cc1ccccn1
    4	-36	-30[16.7 µM]	-9	1	2	0.0	-3
COc1ccc(-c2csc(N(C)C(=O)c3cccs3)n2)cc1
    -2	-3	-4	1	1	9	·	-1
O=C(NCCN1CCCC1)[C@@H]1N[C@@H]2c3ccc(C4=CCCCC4)c(=O)n3C[C@@H]2[C@H]1CO
    -1	2	-2[16.7 µM]	0	-2	-11	0.1	-2
CN(C)c1ccc(NC(=O)c2ccncc2)c2ccccc12
    -11	·	6	-6	-2	-17	·	·
Cc1cccc(Oc2ccccc2N)c1
    ·	-4	5	·	·	0	·	3
CCOC(=O)N1CCN(C(=O)c2cccc(S(=O)(=O)Nc3ccccc3Cl)c2)CC1
    0	-3	3	3	0	-3	·	1
COc1ccccc1C(CNC(=O)c1ccc(C)c(S(=O)(=O)N2CCCCC2)c1)N1CCCC1 (configuration not stated)
    4	-48	-1	1	1	-4	0.0	1
C[C@H](CO)N1C[C@H](C)[C@@H](CN(C)Cc2ccccc2)Oc2ncc(C#Cc3cccnc3)cc2C1=O
    1	-5	-3[16.7 µM]	3	-2	9	0.0	-1
C[C@H](CO)N1C[C@H](C)[C@@H](CN(C)C(=O)Cc2ccccn2)Oc2ncc(-c3ccccc3)cc2C1=O
    2	5	3[16.7 µM]	1	3	7	0.0	-3
CCC(=O)c1cn(CC(=O)NCc2ccco2)c2ccccc12
    -1	·	2	-2	-2	-2	·	·
CCCC(=O)Nc1ccc(C(=O)N2CCCC2)cc1
    1	·	-3	6	1	7	·	·
CC(C)(C)NC(=S)N/N=C\c1ccc(-c2ccc([N+](=O)[O-])cc2)o1
    -1	-36	0	5	19	1	·	-2
CCC(=O)NC[C@H]1[C@@H](c2ccc(C3=CCCC3)cc2)[C@@H](CO)N1C(=O)C1CC1
    2	·	14[16.7 µM]	0	-1	4	0.1	·
O=C(COC(=O)c1ccc[nH]c1=O)Nc1cc(S(=O)(=O)N2CCCCCC2)ccc1Cl
    -2	-5	-3	8	0	5	4.6	-1
COc1ccc(C)cc1S(=O)(=O)N1CCN(C/C=C/c2ccccc2)CC1
    -4	-42	·	8	-3	·	-0.2	-1
O=C(C1=C[C@H](c2ccc(C(F)(F)F)cc2)C[C@H](OCc2ccc(CO)cc2)O1)N1CCCCCCC1
    2	·	-8	-1	0	-13	·	·
Cc1noc(C)c1NC(=O)Nc1ccc2c(c1)C(=O)N([C@@H](C)CO)C[C@H](C)[C@H](CN(C)S(C)(=O)=O)O2
    -7	-6	3[16.7 µM]	2	-2	-4	-11	-1
COc1ccc(NC(=O)Cn2c(=O)n(CC3CCCO3)c(=O)c3ccccc32)c(OC)c1 (configuration not stated)
    -5	-6	-1	9	4	2	-0.2	·
Cc1ccc(C2C(C(=O)c3ccco3)=C(O)C(=O)N2c2ncccn2)cc1 (configuration not stated)
    0	-3	-3	0	7	-14	0.0	2
CC(C)CCn1c(SC(C)C(=O)NC2CC2)nc2ccccc2c1=O (configuration not stated)
    3	-3	·	-8	0	·	-1.2	·
C[C@@H]1CCCCO[C@@H](CN(C)S(=O)(=O)c2cn(C)cn2)[C@H](C)CN([C@H](C)CO)C(=O)c2cc(NC(=O)C3CCCCC3)ccc2O1
    2	6	-6[16.7 µM]	-6	-1	·	-0.2	-3
CNC[C@H]1OCCCC[C@@H](C)Oc2ccc(NC(=O)NC(C)C)cc2C(=O)N([C@H](C)CO)C[C@H]1C
    0	-73	-2[16.7 µM]	7	0	4	0.0	2
COc1cccc(-c2cc(=O)c3cc(NC(=O)c4ccc(Cl)cc4)ccc3[nH]2)c1
    0	-44	5	0	-3	-3	·	0
Cc1cn(CC(=O)NCCNc2ccc([N+](=O)[O-])cn2)c(=O)[nH]c1=O
    2	-28	-2	-6	7	23	·	4
Cc1ccc(S(=O)(=O)/N=C(/Nc2ccc([N+](=O)[O-])cc2)c2ccccc2)cc1
    5	-9	63	4	1	-8	·	0
COc1ccccc1S(=O)(=O)N[C@H]1CC[C@H](CC(=O)N2CCN(C)CC2)O[C@@H]1CO
    2	2	-2[16.7 µM]	-3	-6	16	0.2	3

# Overlap with the part before: four compounds, followed by the next part.
# Under each structure – PglD DTNB	RAD52 inh	miR-122 sensor	RAD54 branch	Cneo AK release	PGC1a acetyl inh	E-sel inducer	ERAP1 inh
COc1cccc(-c2cc(=O)c3cc(NC(=O)c4ccc(Cl)cc4)ccc3[nH]2)c1
    0	-44	5	0	-3	-3	·	0
Cc1cn(CC(=O)NCCNc2ccc([N+](=O)[O-])cn2)c(=O)[nH]c1=O
    2	-28	-2	-6	7	23	·	4
Cc1ccc(S(=O)(=O)/N=C(/Nc2ccc([N+](=O)[O-])cc2)c2ccccc2)cc1
    5	-9	63	4	1	-8	·	0
COc1ccccc1S(=O)(=O)N[C@H]1CC[C@H](CC(=O)N2CCN(C)CC2)O[C@@H]1CO
    2	2	-2[16.7 µM]	-3	-6	16	0.2	3
CCOC(=O)C(=O)Nc1ccccc1C(=O)Nc1ccc(OC)cc1
    5	4	31	-7	0	-2	·	3
O=C(Nc1ccc(N2CCOCC2)cc1)c1cccc2c(-c3ccc(F)c(F)c3)coc12
    -1	-7	2	4	-1	-11	0.2	-4
CCc1ccc(OCCSc2nc3ccccc3n2CC(=O)O)cc1
    7	-9	-3	-4	-4	·	·	3
O=C(CSc1nnc2c(n1)[nH]c1ccccc12)N1CCCCC1
    -4	-4	2	-5	0	-4	0.1	3
COC(=O)c1cn(Cc2cccc(C)c2)nn1
    0	-10	13	2	0	-5	·	5
O=C(Nc1ccc(OCC(=O)N2CCOCC2)cc1)c1cncc(Br)c1
    3	-7	7	8	-2	4	0.2	-2
CSc1nc2n(n1)C(C)C1=C(CCCC1=O)N2 (configuration not stated)
    -2	-12	1	0	-1	11	-0.5	·
Cc1cccc(-n2c(C)nc3sccc3c2=O)c1
    2	·	1	1	0	5	·	·
N#CCSc1nc2sc3c(c2c(=O)n1C1CCCCC1)CCCC3
    5	·	5	-6	6	-4	·	·
O=S(=O)(c1ccccc1)N(CC(O)Cn1c2ccccc2c2ccccc21)c1ccccc1 (configuration not stated)
    -6	·	12	2	-1	-51	·	·
CCOC(=O)C1CN(S(=O)(=O)c2ccc(OC)cc2)c2cc(Cl)ccc2O1 (configuration not stated)
    4	-15	·	-2	-2	-10	0.0	-2
O=C(O)c1cccc(NC(=O)C2C3C=CC(C3)C2C(=O)OCC(F)(F)C(F)F)c1 (configuration not stated)
    2	·	-1	5	1	-4	·	·
C[C@H](CO)N1C[C@H](C)[C@H](CN(C)C(=O)c2cccnc2)Oc2cc(C#CC3(O)CCCC3)ccc2S1(=O)=O
    4	-16	-6[16.7 µM]	-22	-2	-2	·	1
C[C@H](C(=O)N(C)C[C@H]1OCc2ccccc2-c2c(n(C)c3ccccc23)C(=O)N([C@@H](C)CO)C[C@@H]1C)c1ccccc1
    ·	5	·	·	·	7	-0.7	2
Cc1nnc(N2CCc3ccccc3C2)[nH]c1=O
    14	·	0	-8	1	12	·	·
C[C@@H](O)C#Cc1ccc([C@H]2[C@H](CO)N3CCCCN(C(=O)c4ccncc4)C[C@@H]23)cc1
    2	-4	8[16.7 µM]	14	0	6	0.5	2
O=C(NCCc1ccccc1)c1cccc([N+](=O)[O-])c1
    4	-4	-3	0	1	-1	-0.2	10
O=C(c1ccco1)N1CCN(S(=O)(=O)c2cccc(C(F)(F)F)c2)CC1
    -3	·	4	0	2	·	·	·
CCC(C)n1[nH]c(=O)cc1N (configuration not stated)
    -1	7	·	-4	0	2	·	10
O=P(Cc1cccc[n+]1[O-])(c1ccccc1)c1ccccc1
    4	·	-1	0	1	-4	·	·
C[C@H](NC(=O)c1nc[nH]c1C(=O)NCCCCCNC(=O)OC(C)(C)C)C(=O)OC(C)(C)C
    3	1	-3	-2	-1	4	-0.1	7
COC(=O)c1cc(S(=O)(=O)Nc2cccc(-c3ccno3)c2)c[nH]1
    -1	-20	60	0	1	-18	-0.3	-1
C[C@H]1CCCCO[C@H](CN(C)Cc2ccc(C(=O)O)cc2)[C@@H](C)CN([C@@H](C)CO)C(=O)c2cc(NC(=O)Nc3ccc4c(c3)OCO4)ccc2O1
    -3	5	25[16.7 µM]	-1	40	-1	-0.2	0
C[C@H]1CN([C@@H](C)CO)C(=O)c2cc(NC(=O)Nc3ccc(F)cc3)ccc2O[C@@H]1CN(C)Cc1ccncc1
    -2	9	-2[16.7 µM]	5	1	-6	-2.8	-2
C/C(=N\NC(=O)c1cccc(F)c1)c1ccc(NC(=O)Cc2ccccc2)cc1
    -4	-15	·	9	14	·	·	-2
C[C@@H]1CN([C@H](C)CO)C(=O)Cc2cc(NC(=O)c3ccncc3)ccc2O[C@H]1CN(C)Cc1ccc2c(c1)OCO2
    -4	-4	-5[16.7 µM]	5	5	23	0.2	3
C[C@@H]1CN([C@@H](C)CO)C(=O)c2c(c3ccccc3n2C)-c2ccccc2CO[C@@H]1CN(C)S(=O)(=O)c1ccccc1C#N
    -5	-9	·	5	55	-5	-0.3	-4
COc1ccccc1NS(=O)(=O)c1ccc(C)c(NS(=O)(=O)c2cc(C(=O)O)cc(C)c2C)c1
    -4	4	·	-7	-2	·	0.0	-2
CN(C)S(=O)(=O)c1cc(C(=O)NCCCn2ccc3ccccc32)ccc1Cl
    1	·	9	-7	-2	1	0.8	·
COc1ccc(C#Cc2ccc([C@@H]3[C@@H](CO)N4CCCCN(C(=O)Nc5ccc(F)cc5)C[C@@H]34)cc2)cc1
    0	-33	-2[16.7 µM]	-11	-2	-4	-0.9	-2
COc1cc(C2C(C#N)=C(N)Oc3c2ccc2ccccc32)ccc1OCC(=O)Nc1cccc(C)c1 (configuration not stated)
    14	-17	-19	0	0	·	·	-2
COCC(C)n1c(SCC(=O)Nc2nccs2)nc2ccccc2c1=O (configuration not stated)
    8	-12	-4	-6	-3	7	0.2	-2
CCCCNC(=O)CC1SC(=NCC)N(CC)C1=O (configuration not stated)
    2	·	-27	0	-1	2	·	·
Cc1ccc(NC(=O)CSc2nnc(C3CC3)n2N)cc1S(=O)(=O)N1CCOCC1
    ·	-17	-2	·	·	0	-3.4	-3
Nc1nnn(CC(=O)N/N=C/c2ccncc2)n1
    -1	-6	5	9	1	-2	-0.1	1
CCOC(=O)C1(CCc2ccccc2)CCN(C(=O)C2CCOCC2)CC1
    ·	-8	1	·	·	-3	·	-2
CCOC(=O)Cn1ccc(O)c(Cc2ccc(Cl)cc2Cl)c1=O
    -2	·	-8	-1	3	-4	·	·
O=C(Cc1ccc(F)cc1)N(c1ccc(F)cc1)C1C=CS(=O)(=O)C1 (configuration not stated)
    -1	·	0	2	-1	-14	·	·

# Source: PubChem BioAssay (Broad Institute)
